MEKK2 mut-MEK5: signal of MEK5 binding to mutant human MEKK2 PB1 domain; bead flow cytometry, Alexa488-MEK5 binding to MEKK2 mutant; percent response, % at 10 µM; hit rate 0.35% among 290,000; AID 1530; in the data active = percent response above about 24%, passing the limit was not always enough; also: inactives centre near 1; some results filed as inactive read as strong as hits; reference of the scale not given here
OXTR agonist: activates the human oxytocin receptor; CHO-OTR cells, Fluo-8 calcium fluorescence; normalized: DMSO 0%, oxytocin 100%; activation, % at 3 µM; hit rate 0.32% among 320,000;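 active = activation above the mean of all tested compounds plus 3 SD, cutoff set per screening run, cut at about 20% in these data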;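 also: peak over basal fluorescence ratio from a 100 s FLIPR kinetic read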
Target sequence (P30559 whole entry, looked up): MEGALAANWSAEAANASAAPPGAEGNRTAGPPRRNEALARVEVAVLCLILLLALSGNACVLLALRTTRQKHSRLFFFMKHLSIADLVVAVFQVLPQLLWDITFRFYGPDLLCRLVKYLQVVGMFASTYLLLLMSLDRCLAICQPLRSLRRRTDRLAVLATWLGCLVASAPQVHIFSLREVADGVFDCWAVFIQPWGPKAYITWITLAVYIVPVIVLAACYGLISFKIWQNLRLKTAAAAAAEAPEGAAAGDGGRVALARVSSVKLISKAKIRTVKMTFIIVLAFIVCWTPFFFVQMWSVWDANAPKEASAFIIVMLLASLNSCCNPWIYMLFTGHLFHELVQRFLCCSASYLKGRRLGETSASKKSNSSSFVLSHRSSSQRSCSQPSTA
PHOSPHO1 block: blocks human PHOSPHO1 phosphatase activity. AID 1565. Q8TCT1. hit rate 1.1% among 290,000. inhibition, % at 13.3 µM. recombinant PHOSPHO1, absorbance phosphatase assay; in the data active = inhibition above about 60%
Target sequence (Q8TCT1 whole entry, looked up): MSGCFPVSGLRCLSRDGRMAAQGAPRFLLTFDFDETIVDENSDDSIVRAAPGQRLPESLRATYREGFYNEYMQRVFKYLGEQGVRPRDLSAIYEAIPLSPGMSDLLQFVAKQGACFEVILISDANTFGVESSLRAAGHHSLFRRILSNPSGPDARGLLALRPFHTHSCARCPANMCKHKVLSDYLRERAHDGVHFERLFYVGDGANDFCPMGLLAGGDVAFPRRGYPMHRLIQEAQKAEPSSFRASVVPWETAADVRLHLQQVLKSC
V1aR counter: counter-screen for oxytocin receptor agonists: human V1a receptor agonists; P37288; CHO-V1R cells, Fluo-8 calcium fluorescence, agonist mode; 0% DMSO, 100% 3 nM vasopressin; activation, % at 3 µM; hit rate 0.25% among 320,000; AID 2797;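 active = activation above the mean activation of all tested compounds plus 3 SD, per screening run, cut at about 20% in these data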;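 also: signal is peak over basal fluorescence ratio across a 100 second FLIPR read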
Target sequence (P37288 whole entry, looked up): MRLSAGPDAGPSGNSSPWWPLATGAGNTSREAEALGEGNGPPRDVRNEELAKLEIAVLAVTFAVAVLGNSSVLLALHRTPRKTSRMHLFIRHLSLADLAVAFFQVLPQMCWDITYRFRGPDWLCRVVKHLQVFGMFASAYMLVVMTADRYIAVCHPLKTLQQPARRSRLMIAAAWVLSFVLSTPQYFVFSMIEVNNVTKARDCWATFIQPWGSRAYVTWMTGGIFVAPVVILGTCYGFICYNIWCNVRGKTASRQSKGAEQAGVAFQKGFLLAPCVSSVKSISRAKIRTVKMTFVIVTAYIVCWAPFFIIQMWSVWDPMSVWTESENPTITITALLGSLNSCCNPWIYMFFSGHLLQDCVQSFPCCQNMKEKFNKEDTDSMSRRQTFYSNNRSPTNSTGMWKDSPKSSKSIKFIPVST
MEKK3 PB1 HTS: MEKK3-MEK5 PB1 interaction, increase or decrease; binding response (% of control), % at 10 µM; bead-based flow cytometry, Alexa488-MEK5 binding to MEKK3; actives lie on both sides; 0 = blocked by unlabeled MEK5, 100 = vehicle; hit rate 1.4% among 290,000;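 active = binding response more than 3 SD above or below the average of its plate-row segment, actives on both sides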;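 also: Alexa488 bead fluorescence after subtracting the streptavidin-only scavenger bead signal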
GalR3 antagonist: antagonists of human GalR3; inhibition, % at 3 µM; HEK293 GalR3-CNG cAMP membrane potential fluorescence; galR3 body fused to GalR1 C-terminus; O60755; AID 651719; hit rate 0.44% among 360,000;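 active = inhibition above the screen-wide average plus 3 SD, cut at about 13% in these data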;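 also: forskolin and galanin both at EC90 stimulate the cells; cAMP rise reported by CNG channel membrane potential dye signal; 0% = forskolin plus galanin with DMSO and 100% = forskolin alone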
MEKK2wt PB1 HTS: raises or lowers MEK5 binding to wildtype human MEKK2 PB1 domain. hit rate 1.1% among 290,000. Q9Y2U5. bead flow cytometry, Alexa488-MEK5 binding to MEKK2 WT; actives lie on both sides. binding response (% of control), % at 10 µM. AID 1531; in the data active = binding response below about 67% or above about 130%
NALP1 inh: inhibitors of NALP1 inflammasome in yeast. hit rate 0.61% among 280,000. AID 2071. S. cerevisiae NALP1/ASC/caspase-1 growth, X-gal OD620, 72 h. inhibition, % at 10 µM; in the data active = inhibition mostly above about 24%, no sharp cut-off; inactive = mostly below about 32%; also: some compounds called inactive have numbers as strong as hits
GPR7 antag: human neuropeptides B/W receptor 1 antagonism; hit rate 1.1% among 290,000; GPR7-expressing cells, fluorescence antagonist assay; inhibition, % at 4.4 µM; in the data active = inhibition above about 16%, passing the limit was not always enough;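 also: cells stimulated with the agonist NPW; 0% = agonist with vehicle and 100% = vehicle without agonist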
Numbers without * were called inactive; . = not tested or not shown.

| canonical_smiles | NALP1 inh | MEKK2wt PB1 HTS | GalR3 antagonist | V1aR counter | GPR7 antag | MEKK2 mut-MEK5 | OXTR agonist | PHOSPHO1 block | MEKK3 PB1 HTS |
| --- | --- | --- | --- | --- | --- | --- | --- | --- | --- |
| CN1C(=O)/C(=N/OC(=O)c2ccccc2)c2ccccc21 | 0.9 | 100.0 | 1.4 | -0.3 | -5.0 | 18.0 | -0.4 | 11.2 | 95.0 |
| CCn1c(SCC(=O)N2CC(=O)Nc3ccccc32)nnc1-c1ccoc1C | 12.3 | . | -1.9 | -0.1 | -11.9 | . | 1.2 | 16.4 | . |
| CCn1nnc(NC(=O)c2cc3ccccc3o2)n1 | 7.4 | 106.0 | -7.5 | 0.0 | -11.8 | 3.0 | -0.3 | -57.0 | 102.0 |
| CC(=O)c1ccc(NC(=S)NC2CCCC(C)C2C)cc1 (configuration not stated) | 10.5 | 93.0 | -2.5 | 8.2 | -7.7 | -10.0 | 6.6 | 20.0 | 100.0 |
| CCOC(=O)c1sc2c(c1C)C(c1cccs1)C1=C(CCCC1=O)N2 (configuration not stated) | 13.4 | 93.0 | -2.9 | 9.3 | 4.2 | -7.0 | 12.9 | 2.3 | 91.0 |
| C#Cc1ccc([C@@H]2C=C(C(=O)N3CCOCC3)O[C@H](OCCCCO)C2)cc1 | 11.8 | 106.0 | -2.1 | 0.2 | -18.4 | 7.0 | -0.6 | 34.6 | 91.0 |
| CCOC(=O)N1CCC2(CC1)NCCc1c2[nH]c2ccccc12 | . | 92.0 | -3.4 | 7.6 | -5.0 | -4.0 | 0.8 | 33.4 | 97.0 |
| O=C(CNc1ccc(Br)cc1)c1ccc(O)cc1 | -2.0 | 94.0 | -4.7 | 4.2 | -11.3 | -3.0 | 1.7 | -3.7 | 101.0 |
| CC(Sc1nnc2ccccn12)C(=O)Nc1ccc(Cl)cn1 (configuration not stated) | 11.3 | 105.0 | -4.2 | -0.1 | 4.7 | 3.0 | -0.5 | -46.9 | 103.0 |
| CN1CCc2c(sc3c2C(=O)NC(c2cccc(OC(=O)c4cccs4)c2)N3)C1 (configuration not stated) | 24.6 | . | -2.2 | 4.0 | -8.0 | . | 1.8 | -14.5 | . |
| COc1ccc(C(=O)NC2CCSC2=O)cc1 (configuration not stated) | 8.4 | 99.0 | -2.2 | 0.3 | 0.1 | -4.0 | 0.0 | -8.3 | 97.0 |
| O=C(COc1ccccc1[N+](=O)[O-])N/N=C/c1ccc(O)cc1 | 15.5 | 102.0 | 6.2 | 1.6 | -6.9 | 0.0 | 1.8 | 7.1 | 136.0* |

Next part, starting with the last five of the part before.
| canonical_smiles | NALP1 inh | MEKK2wt PB1 HTS | GalR3 antagonist | V1aR counter | GPR7 antag | MEKK2 mut-MEK5 | OXTR agonist | PHOSPHO1 block | MEKK3 PB1 HTS |
| --- | --- | --- | --- | --- | --- | --- | --- | --- | --- |
| O=C(CNc1ccc(Br)cc1)c1ccc(O)cc1 | -2.0 | 94.0 | -4.7 | 4.2 | -11.3 | -3.0 | 1.7 | -3.7 | 101.0 |
| CC(Sc1nnc2ccccn12)C(=O)Nc1ccc(Cl)cn1 (configuration not stated) | 11.3 | 105.0 | -4.2 | -0.1 | 4.7 | 3.0 | -0.5 | -46.9 | 103.0 |
| CN1CCc2c(sc3c2C(=O)NC(c2cccc(OC(=O)c4cccs4)c2)N3)C1 (configuration not stated) | 24.6 | . | -2.2 | 4.0 | -8.0 | . | 1.8 | -14.5 | . |
| COc1ccc(C(=O)NC2CCSC2=O)cc1 (configuration not stated) | 8.4 | 99.0 | -2.2 | 0.3 | 0.1 | -4.0 | 0.0 | -8.3 | 97.0 |
| O=C(COc1ccccc1[N+](=O)[O-])N/N=C/c1ccc(O)cc1 | 15.5 | 102.0 | 6.2 | 1.6 | -6.9 | 0.0 | 1.8 | 7.1 | 136.0* |
| Cc1ccc(C(=O)NC2CC3CCCC(C2)N3C(=O)NC2CCCCC2)cc1 (configuration not stated) | -152.0 | 97.0 | . | . | 4.7 | 2.0 | . | -9.5 | 100.0 |
| COc1cc(-c2nc(-c3cccnc3)no2)cc(OC)c1OC | 15.0 | 101.0 | -2.0 | 0.4 | -8.8 | -1.0 | 0.0 | -5.1 | 101.0 |
| NC(=O)c1cccnc1Nc1ccccc1Cl | -118.4 | 102.0 | 19.2* | -0.2 | -6.2 | -1.0 | -0.1 | 4.5 | 102.0 |
| CCCCn1cnc2c(cnn2-c2ccc(F)cc2)c1=O | 7.4 | 99.0 | -4.9 | 2.4 | -0.6 | 4.0 | 0.7 | 27.6 | 97.0 |
| Cc1cc(C(=O)N/N=C/c2cc([N+](=O)[O-])ccc2O)c2ccccc2n1 | 27.5 | 103.0 | -6.8 | 0.1 | -2.3 | 3.0 | -1.3 | 7.4 | 103.0 |
| CN(C)S(=O)(=O)c1ccc(NC(=O)COC(=O)Cn2[nH]c(=O)c3ccccc3c2=O)cc1 | 8.9 | 99.0 | 0.4 | 0.6 | -12.6 | 5.0 | 0.5 | 42.1 | 97.0 |
| CCCCCCCCN=C1NC(=O)CS1 | 32.0 | 106.0 | . | -0.7 | -6.1 | 11.0 | -1.5 | 23.8 | 107.0 |
| CCOC(=O)c1cnn(Cc2ccc(C)cc2)c1N | -6.8 | 103.0 | 4.0 | 0.5 | -14.1 | 3.0 | 2.1 | 15.0 | 102.0 |
| COc1ccc(S(=O)(=O)N(C)CC(=O)NCCN2CCOCC2)cc1 | -3.0 | 100.0 | -8.8 | -0.3 | -2.9 | 1.0 | 0.0 | 36.2 | 100.0 |
| N/C(=N\OC(=O)N1CCOCC1)c1ccccc1 | 32.4 | 97.0 | -2.1 | 0.4 | -15.3 | -4.0 | 0.1 | 3.4 | 97.0 |
| NNc1nc(-c2ccccc2Cl)c2cc(Br)ccc2n1 | 10.6 | 95.0 | -9.5 | -0.8 | -8.3 | -2.0 | -0.2 | 44.4 | 100.0 |
| CC(C)c1cc(NCCCN2CCOCC2)n2c(nc3ccccc32)c1C#N | 3.4 | 103.0 | -2.8 | -0.1 | -1.5 | 4.0 | 1.1 | 1.1 | 101.0 |
| N#Cc1c(C(F)(F)F)cc(-c2ccccc2)nc1SCC(=O)Nc1sc2c(c1C#N)CCC2 | 7.2 | 102.0 | -3.0 | 2.9 | -2.1 | 4.0 | 1.0 | 22.4 | 104.0 |
| CCCCc1c(C)c(C#N)c2[nH]c3ccccc3n2c1=O | 9.0 | 99.0 | -4.1 | 4.4 | 3.2 | 2.0 | 5.0 | 1.0 | 104.0 |
| COc1ccccc1N1CCN(S(=O)(=O)c2ccc3c4c(cccc24)C(=O)N3C)CC1 | -2.6 | 84.0 | . | . | 2.6 | -16.0 | . | -6.8 | 84.0 |
| Cc1ccc(Nc2nc(N)nc(CN3CCN(c4ccccc4F)CC3)n2)cc1 | 10.4 | 97.0 | -9.1 | 0.4 | -17.2 | -5.0 | -1.6 | 31.4 | 98.0 |
| COc1ccc(OCC(=O)NNC(=O)CCc2ccccc2)cc1 | 1.8 | 96.0 | -5.2 | 0.4 | -1.7 | -10.0 | 1.2 | 24.5 | 99.0 |
| N#CC1=C(N)Nc2nc3ccccc3n2C1c1ccc(F)cc1 (configuration not stated) | 25.7 | 109.0 | -1.3 | 5.2 | -5.8 | 17.0 | 2.2 | -3.4 | 107.0 |
| Fc1ccc(-c2nc3ccccc3c3nc4ccccc4n23)cc1 | 12.5 | 101.0 | -4.3 | -1.0 | -1.1 | 0.0 | -2.4 | -12.3 | 121.0 |
| O=C(N/N=C/c1cccnc1)NC12CC3CC(CC(C3)C1)C2 | 12.6 | 97.0 | -3.2 | 1.3 | 5.9 | -9.0 | -0.4 | -12.7 | 96.0 |
| COc1ccccc1OCCN1CSC(=S)N(C)C1 | 108.2* | 99.0 | -3.1 | -0.9 | -10.0 | -1.0 | -1.3 | -3.4 | 97.0 |
| CC1C(=O)N2CCCc3cc(S(=O)(=O)N(C)c4ccccc4)cc1c32 (configuration not stated) | -5.6 | 92.0 | -8.4 | -1.2 | 9.4 | -8.0 | -0.9 | 24.0 | 96.0 |
| Cc1c(C#N)c2ccccc2n1CC(=O)NCc1cccnc1 | 8.5 | . | -3.4 | 0.0 | 9.0 | . | 0.5 | -7.4 | . |
| CC1=CC(=C(C#N)C#N)C=C(C)N1CCN1CCNCC1 | 8.5 | 91.0 | -5.1 | 0.7 | -9.8 | -11.0 | -0.1 | -7.8 | 107.0 |

Next section, overlapping the part above by two compounds.
| canonical_smiles | NALP1 inh | MEKK2wt PB1 HTS | GalR3 antagonist | V1aR counter | GPR7 antag | MEKK2 mut-MEK5 | OXTR agonist | PHOSPHO1 block | MEKK3 PB1 HTS |
| --- | --- | --- | --- | --- | --- | --- | --- | --- | --- |
| Cc1c(C#N)c2ccccc2n1CC(=O)NCc1cccnc1 | 8.5 | . | -3.4 | 0.0 | 9.0 | . | 0.5 | -7.4 | . |
| CC1=CC(=C(C#N)C#N)C=C(C)N1CCN1CCNCC1 | 8.5 | 91.0 | -5.1 | 0.7 | -9.8 | -11.0 | -0.1 | -7.8 | 107.0 |
| CCOC(=O)c1ccc(N2CCOCC2)c(NC(=O)c2nccnc2C(=O)O)c1 | 29.4 | 102.0 | -1.7 | 1.1 | 2.6 | -3.0 | 0.6 | 42.6 | 102.0 |
| CCOC(=O)CC(=O)CSc1ncnc2c1nnn2-c1ccc(F)cc1 | -6.3 | 105.0 | -4.0 | -0.1 | 3.8 | -2.0 | -1.2 | 3.2 | 109.0 |
| O=C(c1ccco1)N(Cc1ccc(Cl)cc1)Cc1ccco1 | -19.9 | 103.0 | -4.2 | -1.0 | 6.6 | 4.0 | -2.0 | 32.9 | 103.0 |
| CCN(CC)CCNC(=O)c1ccc(NC(=O)c2cccc(S(=O)(=O)N3c4ccccc4CC3C)c2)cc1 (configuration not stated) | 19.7 | 174.0* | -2.9 | -0.5 | 0.6 | 37.0* | -0.3 | 25.0 | 105.0 |
| COc1cccc(OC)c1OCCN1CCN(C(c2ccccc2)c2ccccc2)CC1 | 22.5 | 113.0 | -13.2 | 2.3 | -19.1 | 13.0 | -0.8 | 28.4 | 106.0 |
| Cc1nnc(C)n1/N=C/c1ccc2c(c1)OCCO2 | 1.0 | 106.0 | 0.3 | 0.6 | -4.8 | 2.0 | 0.2 | -3.5 | 105.0 |
| CCOC(=O)CNC(=O)Cn1cnc2c(nnn2-c2ccc(F)cc2)c1=O | 3.7 | 112.0 | . | 0.0 | -3.7 | 6.0 | 0.5 | 29.6 | 102.0 |
| O=C(Oc1ccc(C(=S)N2CCOCC2)cc1)c1ccccc1F | 27.1 | 105.0 | -6.5 | 1.4 | 22.9 | 4.0 | 0.0 | 14.1 | 102.0 |
| COc1cc(C(=O)Oc2ccccc2/C=N/NC(=O)c2ccc(C)c(Cl)c2)cc(OC)c1OC | 24.4 | 90.0 | 3.3 | 0.9 | -1.2 | 13.0 | -0.6 | 4.1 | 102.0 |
| CCCCCCCOc1ccc(OC(=O)c2cccnc2)cc1 | 1.6 | 101.0 | -0.5 | 0.5 | -3.6 | 1.0 | 0.0 | 13.9 | 99.0 |
| NC(=O)COC(=O)c1ccc(Oc2ccccc2)cc1 | 3.6 | 104.0 | -4.2 | 1.0 | -4.0 | 1.0 | 0.8 | -11.7 | 100.0 |
| NC(=O)C1CN(S(=O)(=O)c2ccc(Cl)cc2F)c2ccccc2O1 (configuration not stated) | 14.7 | 91.0 | -10.2 | 5.0 | -6.0 | -6.0 | 1.9 | 34.8 | 94.0 |
| COc1ccc(N2CCN(C(c3ccc4ncccc4c3)c3nnnn3C(C)(C)C)CC2)cc1 (configuration not stated) | 11.4 | 96.0 | -4.3 | -0.6 | 4.0 | -1.0 | -0.5 | 32.5 | 103.0 |
